JMJD2E inh: JMJD2E (human) inhibition. B2RXH2. JMJD2E catalytic domain, FDH-coupled NADH fluorescence (FDH is formaldehyde dehydrogenase). Potency, µM (titrated, usually from 57.1 µM), for inactives: at the top dose activity change, negative = inhibition, usual class: inhibitors. 230,000 tested, 1.6% active. AID 2147; active means well fitted inhibition curve with a large enough effect, not every such curve was filed as active; inconclusive means small, poorly fitted or top-dose-only effect, or another doubt; inactive means no such curve, though single readings can be large or run the other way;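 further: 0% = wells with enzyme and -100% = buffer wells without enzyme; nearly all actives have a fitted effect of over 50% in size; many of its hits are not listed in these tables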
Target sequence (B2RXH2 1-337 limits assumed): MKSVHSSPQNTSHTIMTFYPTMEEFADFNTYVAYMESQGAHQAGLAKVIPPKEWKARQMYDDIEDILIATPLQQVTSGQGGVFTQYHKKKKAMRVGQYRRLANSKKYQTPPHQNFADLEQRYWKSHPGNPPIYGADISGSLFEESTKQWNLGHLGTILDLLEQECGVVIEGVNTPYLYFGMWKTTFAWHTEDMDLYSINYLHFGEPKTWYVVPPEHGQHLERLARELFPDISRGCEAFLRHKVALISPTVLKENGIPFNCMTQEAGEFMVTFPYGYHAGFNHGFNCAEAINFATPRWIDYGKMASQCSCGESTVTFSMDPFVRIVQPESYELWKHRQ
Lamin A splicing: modulators of lamin A splicing; HeLa LMNA splicing GFP/RFP minigene ratio, 48 h; Potency, µM (top dose mostly 46.1 µM), for inactives: at the highest dose ratio change, negative = inhibition, most hits filed as inhibitors; 200,000 tested, 0.01% active; AID 1487; active means well fitted inhibition curve with a large enough effect in the signal ratio, with a control signal flat, not every such curve was filed as active; inconclusive means small, poorly fitted or top-dose-only effect, or effect the other way, or a change in a side signal; the % refers to the signal ratio; further: on the % scale 0 is the no-effect control and ±100 the full control effect
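S3 HeLa stable clones carrying a lamin A-EGFP splicing minigene plus DsRed2 were seeded at 600 cells/well in Opti-MEM with 2% FBS, pin-dosed and incubated 48 h at 37°C. Acumen cytometry (488 nm) gave the GFP/RFP total-intensity ratio.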
L3MBTL1 inh: blocks human L3MBTL1 | Q9Y468 | AlphaScreen L3MBTL1–H3K9me1 peptide binding | Potency, µM (doses to about 57.1 µM), inactives show at the top dose activity, negative = inhibition, usual class: inhibitors | 230,000 tested, 0.66% active | AID 485360; further: on the % scale 0 is the no-effect control and ±100 the full control effect; nearly all actives have a fitted effect of over 60% in size
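L3MBTL1 50 nM + b-AHA-H3(1-15)K9me1 75 nM, 30 min RT; compound added, 30 min RT; streptavidin donor/Ni-chelate acceptor beads 10 ug/mL each final, 30 min RT dark; AlphaScreen read.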
SMN2 splice up: enhancers of SMN2 splice variant expression; HEK293 SMN2-luciferase splicing reporter, luminescence, 30-36 h; Potency, µM (doses to about 46.1 µM), inactives show at the top dose activity change, positive = activation, actives largely listed as activators; 210,000 tested, 2.8% active; AID 1458; further: % of control where 0% means no effect; nearly all actives have a fitted effect of over 55% in size
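qHTS luciferase splicing reporter: luminescence rises when SMN2 exon 7 is included in transfected HEK293 cells. Compound exposure lasted 30-36 h at 37C, with 4.5 mM final sodium butyrate as control, followed by a ONE-Glo read.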
RECQ1 inh: blocks DNA unwinding by human RECQ1. AID 2549. P46063. RECQ1 DNA unwinding, red fluorescence kinetic read. 240,000 tested, 0.54% active. Potency, µM (top dose mostly 57.3 µM), for inactives: at the top dose activity, negative = inhibition, hits mostly inhibitors;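 further: plate controls were vehicle for no effect and no enzyme for full effect; nearly all actives have a fitted effect of over 30% in size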
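RECQ1T1 50 nM; forked duplex (20 bp + 30-nt ss tails) 200 nM, ATP 2 mM final; pH 8.0, 2 mM MgCl2, 2.5 ug/ml poly(dI-dC); 15 min compound preincubation; discontinuous kinetic read over 2 h at RT.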
ALDH1A1 inh: blocks purified human ALDH1A1 activity | P00352 | Purified ALDH1A1, NADH fluorescence, propionaldehyde substrate | Potency, µM (series often up to 75.3 µM), for the others: top-dose activity, negative = inhibition, usual class: inhibitors | 220,000 tested, 7.3% active | AID 1030; active means well fitted inhibition curve with a large enough effect, not every such curve was filed as active; inconclusive means small, poorly fitted or top-dose-only effect, or another doubt; inactive means no such curve, though single readings can be large or run the other way;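 further: plate controls were no enzyme wells and a reference inhibitor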
Target sequence (P00352 whole entry, looked up): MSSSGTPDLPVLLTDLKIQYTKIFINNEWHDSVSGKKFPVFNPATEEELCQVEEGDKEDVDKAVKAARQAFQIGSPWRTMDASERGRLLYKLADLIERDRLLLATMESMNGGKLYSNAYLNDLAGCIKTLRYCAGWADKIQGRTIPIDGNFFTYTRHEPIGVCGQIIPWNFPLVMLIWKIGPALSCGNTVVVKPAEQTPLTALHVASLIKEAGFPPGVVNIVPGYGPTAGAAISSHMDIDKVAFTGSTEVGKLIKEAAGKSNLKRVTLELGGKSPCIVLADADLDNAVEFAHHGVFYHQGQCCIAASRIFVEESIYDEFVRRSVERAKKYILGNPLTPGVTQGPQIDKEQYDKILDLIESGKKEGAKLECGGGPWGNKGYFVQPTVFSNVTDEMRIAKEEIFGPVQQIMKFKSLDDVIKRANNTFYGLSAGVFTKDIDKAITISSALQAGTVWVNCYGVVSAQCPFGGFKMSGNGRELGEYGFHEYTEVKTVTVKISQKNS
Tau ThT inhib: tau fibrillization inhibition (ThT binding). P10636. recombinant tau K18 P301L, heparin-induced fibrillization, ThT fluorescence. Potency, µM (series often up to 57.4 µM), inactives show at the top dose activity, negative = inhibition, usual class: inhibitors. 270,000 tested, 2.1% active. AID 1460; further: on the % scale 0 is the no-effect control and ±100 the full control effect; nearly all actives have a fitted effect of over 55% in size
Target sequence (P10636 561-689 P618L limits assumed): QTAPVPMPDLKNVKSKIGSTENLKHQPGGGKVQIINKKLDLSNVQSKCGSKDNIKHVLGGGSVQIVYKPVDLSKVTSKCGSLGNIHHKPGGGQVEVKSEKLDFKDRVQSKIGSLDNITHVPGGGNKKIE
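ThT emission at 510 nm, taken 1 hr after adding 30 uM dye, quantifies aggregates formed when 20 uM heparin acts on human tau K18 P301L for 6 hr at 37 C.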
Luc counter: Kinase-Glo luciferase inhibition (counter-screen). Q27757. Kinase-Glo luciferase, ATP luminescence, 8 min. Potency, µM (highest dose often 38.3 µM), inactives show at the highest dose activity change, negative = inhibition, most hits filed as inhibitors. 200,000 tested, 0.28% active. AID 1379; further: on the % scale 0 is the no-effect control and ±100 the full control effect; nearly all actives have a fitted effect of over 60% in size
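Compound is pinned into ATP-containing buffer (10 uM ATP, imidazole pH 7.2, 7 mM MgCl2). Kinase-Glo luciferase reagent is then added. Light output is recorded following an 8-min room-temperature incubation.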
Numbers without * were called inactive; i = inactive; ? = inconclusive; · = not tested or not shown; & = joins results of further samples; [ ] = dose if it differs, or a comment. Unless noted, the call rests on the fitted dose curve; in most records, active means well fitted curve in the direction sought with a large enough effect; inconclusive means small, poorly fitted or top-dose-only effect, or another doubt; inactive means no such curve, though single readings can be large; an effect the other way counts as inactive or inconclusive. Potency means the concentration at half of the fitted maximal effect. These rows are one share of the data (hit frequency here may not be typical).

molecule,JMJD2E inh,Lamin A splicing,L3MBTL1 inh,SMN2 splice up,RECQ1 inh,ALDH1A1 inh,Tau ThT inhib,Luc counter
c1coc(CN=C2NC(=NCc3ccco3)c3ccccc32)c1,?,1%,-27%,-13%,8%,25µM*,?,0%
CC(=O)c1ccc(NS(=O)(=O)Cc2ccccc2)cc1,0%,5%,6%,-1%,0%,-4%,9%,3%
COc1ccc(OC)c(S(=O)(=O)Nc2cc(C(=O)O)ccc2N2CC3CC(C2)c2cccc(=O)n2C3)c1 (stereo unspecified),4%,?,·,-7%,i,-4%,-9%,-1%
CC(C)N(Cc1cc2ccccc2[nH]c1=O)C(=O)c1ccco1,?,·,·,-11%,-5%,18µM*,-4%,0%
Cc1ccc(NC(=O)CN(C)C(=O)C2COc3ccccc3O2)cc1 (stereo unspecified),-9%,·,·,4%,-16%,4%,-11%,4%
Oc1ccc(-c2cccc(-c3ccc(O)cc3)n2)cc1,-8%,-1%,-5%,?,-5%,?,?,0%
CC1CCCC(C)N1C(=O)C1CC(c2ccc(F)cc2)=NO1 (stereo unspecified),8%,-3%,-9%,16%,-3%,-3%,-11%,-5%
O=C(Nc1ccncc1)Nc1ccncc1,-1%,·,-8%,-2%,-12%,4%,18%,1%
O=C(c1ccco1)N1CCN(C(=O)c2cccs2)CC1,7%,-2%,·,6%,-15%,-5%,-2%,-1%
Cc1ccc(-n2nnnc2SCC(=O)Nc2ccc3c(c2)OCCO3)cc1C,-9%,-10%,-2%,-45%[inhibitor],-1%,?,-4%,-3%
CC1CCN(CCOCCOc2ccc(Br)cc2Cl)CC1,?,?,-1%,-17%,5%,-3%,-5%,0%
O=C1NCCc2c1[nH]c1ccccc21,?,2%,8%&3%,10%,0%&0%,-61%,-2%&-7%,4%
CCOC(=O)N1CCC2(CC1)C(C#N)=C(N)Oc1n[nH]c(C)c12,-4%,5%,·,10%,i,?,-10%,-2%
CN1CCN(C(=S)Nc2cc(S(=O)(=O)N3CCOCC3)ccc2Cl)CC1,-1%,?,1%,-5%,i,?,-2%,6%
COc1ccc(C(=O)NCC(=O)N/N=C/C(C)=C/c2ccco2)cc1OC,-9%,?,1%,-9%,1%,?,-17%,0%
CNC(=O)c1cccn1-c1ccsc1C(=O)OC,-5%,?,2%,·,2%,0%,?,·
O=C(c1cc2ccccn2n1)N1CCN(c2ccccn2)CC1,-5%,2%,-3%,-3%,-1%,?,-5%,-1%
O=C(OCc1ccccc1)c1cccc(-c2nnn(Cc3ccccc3)n2)c1,-9%,?,·,7.9µM*,-13%,?,-1%,-6%
Cn1c(SCc2ccc(Br)cc2)nnc1-c1ccncc1,3%,-8%,-6%,-7%,-2%,-5%,-7%,4%
Cc1ccc(-c2nc(N)sc2CC(=O)OCC(=O)NCCC(C)C)cc1,-23%,2%,-12%,-14%,-6%,-2%,-14%,-2%
COc1ccc2c(c1)C(c1ccc([N+](=O)[O-])cc1)=NNC(c1ccco1)=N2,-5%,-1%,-26%,-27%,1%,-2%,?,-4%
CC(=O)Nc1ccc(S(=O)(=O)N(Cc2ccccc2)c2ccccc2F)cc1,-5%,·,13%,·,-10%,0%,6%,-1%
c1ccc2cc(CN3CCOCC3)ccc2c1,4%,14%,·,-9%,5%,0%,2%,0%
CCOc1cc(C(=O)N2CCOCC2)ccc1OCc1ccccc1,-5%,-4%,·,-17%,-2%,-3%,-10%,6%
CC(=O)N(C)N1c2ccccc2CCc2ccccc21,-6%,·,·,-65%[inhibitor],-5%,2%,-8%,0%
COc1ccc(-c2cnnc(N/N=C/c3ccc(O)c(O)c3)n2)cc1,25µM*,?,?,?,16µM*,-11%,2.5µM*,-8%
Cc1cc(C)cc(NC(=O)Nc2ccccc2N2CCCCC2)c1,5%,·,-2%,·,-12%,·,-9%,·
Cn1c(=O)oc2cc(S(=O)(=O)NCc3ccco3)ccc21,-8%,7%,·,?,-3%,-10%,-6%,-1%
O=S(=O)(/N=C(/Nc1ccccc1)C(F)(F)F)c1ccccc1,4%,-4%,10%,5%,-1%,4%,1%,3%
CCOC(=O)c1c(NC(=O)CSC(=S)N(C)C)sc(C)c1C,0%,?,0%,-22%,-22%,25µM*,-18%,-7%
O=c1c2cc(Br)ccc2nc(-c2cccc(C(F)(F)F)c2)n1O,?,-9%,-5%,-97%[inhibitor],-2%,17%,-19%,-1%
CC(C)N(C(=O)CSc1nc2ccccc2n1Cc1ccccc1)C(C)C,-7%,-8%,-3%,-49%[inhibitor],6%,-1%,-7%,0%
CCOCCCn1c(=O)c(NC(=O)c2ccc(OCC)cc2)c2n(c1=S)CCCCC2,3%,14%,·,1%,-3%,6%,-4%,1%
CCN1CCCC1CNC(=O)CS(=O)(=O)Cc1nc(-c2ccccc2C)oc1C (stereo unspecified),-4%,0%,-12%,3%,3%,?,14%,1%
COc1ccccc1NC(=O)COc1ccc(Br)cc1CO,2%,12%,·,-21%,-5%,2%,-7%,2%
CCOC(=O)c1ccc(NC(=S)Nc2cccc(C)n2)cc1,-3%,-7%,5%,-18%,6%,3%,-8%,0%

Reprinted at random: four compounds from above, in no set order.
molecule,JMJD2E inh,Lamin A splicing,L3MBTL1 inh,SMN2 splice up,RECQ1 inh,ALDH1A1 inh,Tau ThT inhib,Luc counter
Cn1c(=O)oc2cc(S(=O)(=O)NCc3ccco3)ccc21,-8%,7%,·,?,-3%,-10%,-6%,-1%
Cc1cc(C)cc(NC(=O)Nc2ccccc2N2CCCCC2)c1,5%,·,-2%,·,-12%,·,-9%,·
CCOC(=O)c1ccc(NC(=S)Nc2cccc(C)n2)cc1,-3%,-7%,5%,-18%,6%,3%,-8%,0%
O=c1c2cc(Br)ccc2nc(-c2cccc(C(F)(F)F)c2)n1O,?,-9%,-5%,-97%[inhibitor],-2%,17%,-19%,-1%

(cont.)
molecule,JMJD2E inh,Lamin A splicing,L3MBTL1 inh,SMN2 splice up,RECQ1 inh,ALDH1A1 inh,Tau ThT inhib,Luc counter
O=C(Cn1c(C(F)(F)F)nc2ccccc21)OCC(=O)c1c[nH]c2ccccc12,-10%,-9%,-6%,·,-6%,3%,?,·
COc1cccc(NC(=S)N(CCCN2CCCC(C)C2)Cc2cccs2)c1 (stereo unspecified),-2%,-21%[46 µM],5%,-13%,-6%,-4%,-2%,0%
O=C(NCc1cccnc1)c1cccc(S(=O)(=O)N2CCCCC2)c1,4%,?,-3%,-14%,i,-6%,2%,1%
CSc1ccc(/C=N/NC(=O)CN2CCN(Cc3ccccc3)CC2)cc1,-5%,-17%,?,·,-1%,?,-14%,·
CCNC(=O)N1c2ccc(OC)cc2C(C)=CC1(C)C,?,5%,-10%,2%,4%,?,?,2%
O=C(CN1CCOCC1)Nc1ncc(Cc2cccc(Cl)c2Cl)s1,-18%,?,-5%,-53%[inhibitor],-10%,7%,-1%,-1%
c1ccc(-c2noc(CCC3CCCC3)n2)cc1,12%,15%[46 µM],53%[activator],19%,22%,4%,-9%,1%
Cc1ccccc1-c1nc(CS(=O)(=O)CC(=O)NCCCN2C(C)CCCC2C)c(C)o1 (stereo unspecified),-2%,-9%,-5%,11%,i,1%,-2%,4%
CN(C)c1ccc(C2Nc3ccccc3C(=O)N2CCCN2CCOCC2)cc1 (stereo unspecified),-7%,·,-3%,·,22%,?,?,·
CCCCn1c(Cc2ccccc2)nnc1SCC(=O)N1CCOCC1,5%,-5%,1%,15%,-15%,1%,5%,1%
O=C(/C=C/c1ccc(Cl)cc1)NC1CCS(=O)(=O)C1 (stereo unspecified),0%,·,28%,-5%,i,2%,-3%,0%
Cc1ccc(C(=O)CNc2ccc(Cl)cc2)cc1,-1%,·,·,-10%,-11%,10µM*,?,0%
Cc1ccccc1OCc1nc2ccccc2c(=O)n1NC(=O)c1ccco1,4%,-8%,-6%,-3%,-4%,5%,-1%,1%
O=C(NN1C(=O)/C(=C\c2cccnc2)SC1=S)C(c1ccccc1)c1ccccc1,-8%,-21%,-11%,·,-10%,-10%,?,·
Cc1cc(C(=O)NNc2ccccc2F)no1,0%,·,1%,·,-9%,·,-9%,·
COc1cccc(C2=NO[C@@H]3C(=O)N(c4ccc5c(c4)OCCO5)C(=O)[C@H]23)c1OC,-29%,7%,-4%,4%,-19%,-10%,?,-2%
CCN1C(=O)/C(=C/C=C2/Sc3ccc4ccccc4c3N2CCO)SC1=S,3%,1%,-2%,-8%,-21%,-3%,?,-13%
CS(=O)(=O)Nc1cccc(C(=O)CC2(O)C(=O)Nc3ccccc32)c1 (stereo unspecified),1%,-1%,12%,-11%,-17%,1%,-7%,1%
Cc1ccc(Cn2ncc3c(NCCCN4CCOCC4)ncnc32)cc1,1%,-5%,9%,-20%,0%,-7%,-3%,-2%
COc1ccc(CNC(=O)CN(Cc2ccc(F)cc2)C(=O)c2csnn2)cc1,-6%,·,6%,-5%,17%,?,-1%,0%
O=C(O)C(Cc1ccccc1)N1C(=O)/C(=C/c2cccc3ccccc23)SC1=S (stereo unspecified),-2%,-9%,-3%,2%,-24%,?,20µM*,1%
COc1c(O)c(O)c2oc(-c3ccccc3)cc(=O)c2c1OC,32µM*,·,-8%,·,-17%,?,?,·
Cc1ccc(NC(=O)c2ccc(OC(=O)COc3cccc(Cl)c3)cc2)cc1,-8%,-3%,-6%,25µM*,-8%,3%,-21%,3%
CCc1nc(NCc2ccco2)c2oc3ccccc3c2n1,-15%,?,-11%,-9%,13%,?,?,-2%
Cc1cccc(N/C(=N\S(=O)(=O)c2ccccc2)C(F)(F)F)c1,-9%,8%,?,9%,-7%,-2%,1%,3%
